Screening results: PubChem, National Center for Advancing Translational Sciences (NCATS)
AID inhibitor = activation induced cytidine deaminase inhibition; Q9GZX7; AID deamination FRET fluorescence, UDG-coupled, 4 h; Potency, µM (titrated, usually from 115 µM), without a hit: at the highest dose activity change, negative = inhibition, actives largely listed as inhibitors; 0.32% of 91,000 active; AID 1347428; note: nearly all actives have a fitted effect of over 25% in size
Target sequence (Q9GZX7 whole entry, looked up): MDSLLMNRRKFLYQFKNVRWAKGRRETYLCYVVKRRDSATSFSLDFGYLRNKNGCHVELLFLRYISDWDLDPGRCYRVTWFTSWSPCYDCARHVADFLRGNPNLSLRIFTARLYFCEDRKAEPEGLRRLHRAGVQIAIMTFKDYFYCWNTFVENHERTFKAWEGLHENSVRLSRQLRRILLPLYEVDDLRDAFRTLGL
UDG counter = blocks uracil-DNA glycosylase in AID counter-screen; 0.14% of 91,000 active; FRET deamination/UDG coupled assay, UDG read, 4 h; Potency, µM (top dose mostly 115 µM), without a hit: top-dose activity change, negative = inhibition, most hits filed as inhibitors; note: nearly all actives have a fitted effect of over 65% in size
An asterisk follows results filed as active; ? = inconclusive; [ ] = remark or other dose. Calls come from the whole dose curve; as a rule, active = well fitted curve in the direction sought with a large enough effect; inconclusive = small, poorly fitted or top-dose-only effect, or another doubt; inactive = no such curve, though single readings can be large; an effect the other way counts as inactive or inconclusive. % is set by controls: 0 for no effect and ±100 for the full control effect; potency is the fitted concentration of half-maximal effect. Not all compounds are listed; the hit share may differ from the screen's.

SMILES	AID inhibitor	UDG counter
CCCOc1ccc(NC(=O)C2(C)CC2(Cl)Cl)cc1OCCC (stereo not drawn)	-5%	5%
CCc1c(C)sc2c1CCN(C(=O)Nc1ccccc1C(F)(F)F)C2c1ccccc1 (stereo not drawn)	-14%	-17%
CCN(c1ccccc1)c1ncnc2c1cnn2-c1ccc(C)cc1C	?	0%
CC1CCCC(NC(=S)c2ccc(C(C)(C)C)cc2)C1C (stereo not drawn)	7%	-1%
O=[N+]([O-])c1cc(S(=O)(=O)Nc2ccc(Cl)cc2)ccc1N/N=C/c1ccc(-c2ccccc2)cc1	-11%	3%
COc1ccc2[nH]c(C)c(C(=O)CN3CCCCC3C)c2c1 (stereo not drawn)	-2%	41%[activator]
CC(=O)Nc1ccc(CNC(=O)Cc2c(F)cccc2Cl)cc1	-2%	-2%
CC1(C)C(=O)C2(CCCCC2)C(=O)OC1c1ccc(Br)cc1 (stereo not drawn)	-1%	-8%
CCOCc1nnc(NS(=O)(=O)c2ccc(Cl)cc2)s1	1%	7%
Cn1nccc1-c1ccn[nH]1	8%	5%
O=C(NCc1nc2ccccc2[nH]1)c1cc(-c2cccs2)nc2ccccc12	-6%	3%
CCC(C)NCc1ccc(C)s1 (stereo not drawn)	-7%	-12%
O=C1/C(=C/c2ccccc2Cl)Cc2ccccc21	-7%	-9%
CN(C)S(=O)(=O)N(CC(=O)Nc1ccc(Cl)cc1)c1ccccc1	-4%	5%
COc1ccc(C2C(C#N)=C(N)Oc3cc(C)n(Cc4ccc5c(c4)OCO5)c(=O)c32)cc1 (stereo not drawn)	-15%	-12%
CCOc1ccc(-c2cc(NC(=O)c3ccc(C)cc3)c(C(=O)OC)s2)cc1	9%	5%
Cc1ccc(NC(=O)c2ccccc2NCC(=O)N2CC(=O)Nc3ccccc32)cc1	-3%	-12%
COc1ccc2[nH]cc(CCNC(=O)Nc3cc(C)cc(C)c3)c2c1	?	?
CC(C)(C)c1ccc(C(CC(=O)O)NC(=O)c2ccc(-c3ccccc3)cc2)cc1 (stereo not drawn)	0%	1%
COc1ccc(OC)c2sc(N(Cc3cccnc3)C(C)=O)nc12	8%	?
COc1cc(CN(C(=O)COc2ccccc2)c2ccccn2)cc(OC)c1OC	-8%	-5%
COc1ccc2oc(-c3ccccc3)c(C(=O)Nc3ccc(N(C)C(C)=O)cc3)c2c1	-26%	-7%
O=C(Nc1nnc(S(=O)(=O)N2CCc3ccccc32)s1)c1ccccc1	-5%	1%
O=[N+]([O-])c1ccc2c(c1)S(=O)(=O)C=C2	-26%	-10%
COc1ccc(NC(=O)CSc2nc3ccsc3c(=O)n2-c2ccccc2)cc1	-5%	-7%

Some of these compounds in order of SMILES length, high to low:
SMILES	AID inhibitor	UDG counter
O=[N+]([O-])c1cc(S(=O)(=O)Nc2ccc(Cl)cc2)ccc1N/N=C/c1ccc(-c2ccccc2)cc1	-11%	3%
Cc1ccc(NC(=O)c2ccccc2NCC(=O)N2CC(=O)Nc3ccccc32)cc1	-3%	-12%
CCOc1ccc(-c2cc(NC(=O)c3ccc(C)cc3)c(C(=O)OC)s2)cc1	9%	5%
O=C(NCc1nc2ccccc2[nH]1)c1cc(-c2cccs2)nc2ccccc12	-6%	3%
COc1ccc(NC(=O)CSc2nc3ccsc3c(=O)n2-c2ccccc2)cc1	-5%	-7%
COc1cc(CN(C(=O)COc2ccccc2)c2ccccn2)cc(OC)c1OC	-8%	-5%
CN(C)S(=O)(=O)N(CC(=O)Nc1ccc(Cl)cc1)c1ccccc1	-4%	5%
COc1ccc2[nH]cc(CCNC(=O)Nc3cc(C)cc(C)c3)c2c1	?	?
CC1(C)C(=O)C2(CCCCC2)C(=O)OC1c1ccc(Br)cc1 (stereo not drawn)	-1%	-8%
COc1ccc(OC)c2sc(N(Cc3cccnc3)C(C)=O)nc12	8%	?
COc1ccc2[nH]c(C)c(C(=O)CN3CCCCC3C)c2c1 (stereo not drawn)	-2%	41%[activator]
O=[N+]([O-])c1ccc2c(c1)S(=O)(=O)C=C2	-26%	-10%
CCOCc1nnc(NS(=O)(=O)c2ccc(Cl)cc2)s1	1%	7%
O=C1/C(=C/c2ccccc2Cl)Cc2ccccc21	-7%	-9%

The listing picks up; the 2 compounds before the break are reprinted first.
SMILES	AID inhibitor	UDG counter
O=[N+]([O-])c1ccc2c(c1)S(=O)(=O)C=C2	-26%	-10%
COc1ccc(NC(=O)CSc2nc3ccsc3c(=O)n2-c2ccccc2)cc1	-5%	-7%
CN(C)c1ccc(SSc2ccc(N(C)C)cc2)cc1	19%	-5%
COc1ccc(C2C(C#N)=C(N)Oc3n[nH]c(C)c32)c(OCc2ccccc2Cl)c1 (stereo not drawn)	2%	-13%
CCOC(=O)c1c(S(=O)(=O)N2CCC(C(=O)Nc3ccc(C)cc3C)CC2)c(C)n(C)c1C	7%	-24%
COc1ccccc1C(=O)OCc1cc(=O)n2nc(C(C)C)sc2n1	-1%	8%
Cc1ccc2c(c1)C(c1ccc(F)cc1)N(C(=O)c1ccc(OC(C)C)cc1)CC(=O)N2 (stereo not drawn)	?	-26%
C#CCNC1CCCCC1C(C)=O (stereo not drawn)	-3%	-9%
CC(=O)NC1(C)CCCCC1	-11%	-10%
COc1cc(NC(=O)c2cc(C3CC3)nc3c2c(C)nn3-c2ccccc2)cc(OC)c1	-14%	-2%
COc1cccc(-c2nc3c(c(SCc4ccccc4Cl)n2)Cc2c(CO)cnc(C)c2O3)c1	-2%	1%
O=C(CCSCc1cnn(-c2ccccc2)c1-n1cccc1)NCc1ccccc1F	56%[activator]	-13%[57.5 µM]
CCOC(=O)Cn1c(=O)c2c3c(sc2n(CCCN(C)C)c1=O)CCC(C)C3 (stereo not drawn)	-6%	2%
CC(=O)Oc1cccc2cc(-c3nc(-c4ccc(Cl)cc4)no3)c(=O)oc12	61%[activator]	2%
CCOC(=O)C1CCN(c2ncnc3c2nnn3C)CC1	-2%	-5%
CCOCCCn1c(=N)c(C(=O)NC2CCCC2)cc2c(=O)n3cccc(C)c3nc21	?	-8%
COc1ccc(CNC(=O)C(=O)NCC(c2cccs2)S(=O)(=O)c2ccc(F)cc2)cc1 (stereo not drawn)	11%	-26%
Cc1ccc(NCc2cccn2-c2nnc(N3CCC(C(=O)NCc4ccc(F)cc4)CC3)s2)cc1	3%	-13%
O=S(=O)(c1ccc(-c2csc(Nc3ccc(F)cc3)n2)cc1)N1CCOCC1	10%	0%
CCc1cccc(C)c1NS(=O)(=O)c1ccc2c(c1)NC(=O)C(C)C(=O)N2 (stereo not drawn)	1%	?
CC(NC(=O)NCC1CCCC1)C(=O)NC(C)(C)C (stereo not drawn)	2%	0%
CC(=O)c1ccc(NS(=O)(=O)c2ccc(-n3cccn3)cc2)cc1	-3%	-4%
Cc1cccc(C(=O)Nc2ccc3nc(SCC(=O)N4CCOCC4)sc3c2)c1	2%	-7%
CCn1nnc2cc(C(=O)Nc3ccc(Br)cc3F)ccc21	45%[activator]	-15%[57.5 µM]
O=C(Nc1ccc(S(=O)(=O)N2CCCCC2c2cccnc2)cc1)c1ccc(F)cc1 (stereo not drawn)	?	-20%
COc1ccc(-c2ccc(CCC(=O)O)n2CC(=O)Nc2cccc(C(F)(F)F)c2)cc1	?	-2%
CCNc1ccc(-c2nc(-c3ccncc3)no2)cc1[N+](=O)[O-]	12%	9%

The list continues.
SMILES	AID inhibitor	UDG counter
CCOc1ccc(N(CC)S(=O)(=O)N2CCCC(C(=O)NCc3ccc(SC)cc3)C2)cc1 (stereo not drawn)	?	-23%
CCCNC(=O)C(C)Sc1nc(CCC)cc(=O)[nH]1 (stereo not drawn)	3%	3%
COC(=O)c1sc(NC(=O)C2c3ccccc3Oc3ccccc32)c(C#N)c1C	-6%	0%
Clc1ccc(-c2nc(CSc3nncc4ccccc34)no2)cc1	-26%	-13%
COc1cc(CN(C(=O)COc2ccc(Cl)cc2)c2ccccn2)cc(OC)c1OC	-22%	?
CC(NC(=O)C1(c2cccs2)CCOCC1)c1ccccc1 (stereo not drawn)	-3%	?
CC1=C(NC(=O)c2ccc(Cl)cc2)C(c2c[nH]c3ccccc23)n2ncnc2N1 (stereo not drawn)	-1%	-3%
O=C1c2ccccc2NC(c2cccc(Br)c2)N1CCCN1CCOCC1 (stereo not drawn)	-15%	-7%
Cc1ccc(N(Cc2cccs2)C(=O)c2ccc(Br)o2)cc1	?	9%
COc1ccccc1CNC(=O)C1CCC(CNS(=O)(=O)c2ccc3c(c2)CCCC(=O)N3)CC1 (stereo not drawn)	-3%	3%
Cc1ccc(CNC(=O)c2ccc3c(O)c(S(=O)(=O)c4ccccc4)c(=O)[nH]c3c2)cc1	-10%	-2%
CCCOc1ccc(C(=O)Nc2cccc(NC(=O)c3ccc(Cl)cc3Cl)c2)cc1	-8%[57.5 µM]	2%[57.5 µM]
CCOC(=O)c1c(C)n(-c2ccccc2)c2ccc(OC(=O)c3cccc(OC)c3OC)cc12	-13%	-16%
Cc1ccc(C)c(OCC(=O)Nc2sc3c(c2C#N)CCCC3)c1C	25%[57.5 µM]	-5%[57.5 µM]
Cc1nn(-c2ccccc2)c2sc(C(=O)Nc3ccc(Cl)cc3Cl)cc12	11%	-2%
O=C1CCSc2ccc(S(=O)(=O)Nc3cccc(C(F)(F)F)c3)cc2N1	?	-7%
CCCCS(=O)(=O)c1oc(-c2cccs2)nc1S(=O)(=O)c1ccccc1	2%	10%
CC(NC(=O)CC1C=CCC1)c1ccc(Cl)c(Cl)c1 (stereo not drawn)	1%	1%
O=C(CCC(=O)c1ccc(Cl)cc1)OCC(=O)c1ccc([N+](=O)[O-])cc1	-5%	-10%
Cc1ccc2nc(N3CCN(c4cccc(C)c4C)CC3)c3nncn3c2c1	6%	-2%
Cc1c(CNC2CCCCC2)c(C(=O)O)c(C)n1Cc1cccc(Cl)c1	19%	-4%[57.5 µM]
CCc1nc(C)ccc1O	4%	9%
Cc1[nH]c(=O)c(C#N)cc1-c1ccncc1	3%	-8%
CCCCC(Sc1nc2cc3c(cc2c(=O)n1CCCC(=O)NCc1ccc2c(c1)OCO2)OCO3)C(=O)OCC (stereo not drawn)	-3%	-5%
COc1cccc2c1Oc1ncccc1N(C(=O)Nc1ccc(F)c(Cl)c1)C2	13%	11%

Further results follow:
SMILES	AID inhibitor	UDG counter
COc1ccc(CCNC(=O)CCCn2c(=O)c3cccn3c3ccccc32)cc1OC	-12%	2%[57.5 µM]
CCOC(=O)C(=O)Nc1ccccc1OC	0%	-3%
CCOC(=O)c1c(NC(=O)c2nc(S(C)(=O)=O)ncc2Cl)sc(C(C)=O)c1C	10%	-1%
COc1ccc(-c2nc(CSCC(=O)N3CCc4ccccc43)co2)cc1	1%	5%
Cc1cc(OCc2nnc(SCc3cc(=O)c4cc(C(N)=O)ccc4[nH]3)n2C)cc(C)c1Cl	-2%	5%
COc1cc(C2CC(=O)Nc3nc(-c4ccccc4)[nH]c(=O)c32)ccc1OCc1ccc(F)cc1 (stereo not drawn)	-2%	12%
Cc1c(Cl)cccc1NC(=S)NCCSc1ccc(Cl)cc1	-11%	-3%
C=CCOc1ccc2c(=O)c(Oc3cccc(C)c3)c(C(F)(F)F)oc2c1	-3%	-3%
CCc1ccccc1NC(=O)Cn1c(=O)n(C(C)C)c(=O)c2oc3ccccc3c21	-11%	2%
CC(Cc1ccccc1)NC(=O)C1(c2ccccc2)CCCC1 (stereo not drawn)	0%	0%
CSc1nc(Nc2ccccc2)c(C#N)c(-c2ccccc2)n1	0%	-3%
Cc1ccc(OCC(=O)Nc2ccccc2C(=O)OCc2cc(=O)n3ccsc3n2)cc1C	2%	-6%
CCN(Cc1cccc(F)c1)C(=O)Nc1ccc(N2CCN(C)CC2)cc1	4%	8%
COc1ccccc1C(=O)Nc1cccc(C(=O)OCc2cc(=O)n3nc(C)sc3n2)c1	7%	5%
O=C(CCN1C(=O)c2ccccc2S1(=O)=O)Nc1ccccc1C(=O)O	-2%	-3%
Cc1cc(C)c2oc(C(=O)Nc3nnc(SCc4ccccc4F)s3)cc(=O)c2c1	?	-1%
COc1ccc(N2CCN(Cc3nnc(-c4cccc(Br)c4)o3)CC2)cc1	-14%	0%
CC(C)CCN(C(=O)Nc1ccccc1)C(C)c1cccs1 (stereo not drawn)	-27%	7%
Cc1cc(C)cc(-n2ccnc2SCC(=O)Nc2ccc3c(c2)OCO3)c1	-21%	-21%
CCCCCCOc1ccc(C2C(=O)N(C3CCCCC3)CC(=O)N2CCC)cc1 (stereo not drawn)	?	-18%
COc1ccc(C)cc1NC(=O)Cc1nc(-c2cccs2)oc1C	-11%	4%
Cc1cc(=O)c2cc(C(=O)Nc3ccc(F)cc3)ccc2[nH]1	-13%	13%
CCOC(=O)c1[nH]c(C)c(CCC(=O)NCc2ccc(OC)cc2)c1C	1%	2%
O=c1c2sc3ccccc3c2n(Cc2cccc(Cl)c2)c(=O)n1Cc1ccc(F)cc1	8%	1%
CC1CC(C)CN(C(=O)c2ccc3c(c2)N(Cc2ccccc2)C(=O)CS3=O)C1 (stereo not drawn)	-7%	2%

More entries
SMILES	AID inhibitor	UDG counter
Cc1ccc(C)c(-n2nnnc2SCC(=O)c2ccc(Cl)s2)c1	1%	6%
COc1ccc(-n2c(=O)c3c(c4cc(OC)ccc4n3C)n(Cc3cccc(OC)c3)c2=O)cc1	9%	-3%
COc1ccc(NC(=O)C23CCC(=O)N2c2ccccc2C(=O)N3)cc1Cl (stereo not drawn)	-4%	-7%
COc1ccc(NC(=O)CSc2nnc(COc3ccc(C)cc3)n2Cc2ccco2)c(OC)c1	-22%	-11%
O=C(Nc1ccccc1C(F)(F)F)c1ccc(Cl)c(Cl)c1	1%	-2%
Cc1ccc(C(CC(=O)O)NC(=O)c2ccccc2C(F)(F)F)cc1 (stereo not drawn)	3%	0%
COc1ccc(CNC(=O)Nc2ccc(Br)c(C)c2)cn1	-1%	3%
N#Cc1ccc(/C=C/c2nc3c(ccc4ccccc43)s2)cc1	63%[activator]	7%
CCCCNC(=O)c1ccc(NC(=O)CCc2ccccc2)cc1	1%	-2%
